# NR2E3 ag-1 – activates human NR2E3 receptor | CHO-S Gal4-NCOR/VP16-NR2E3 two-hybrid, luciferase | hit rate 0.35% among 360,000 | inhibition of corepressor binding, % at 3.98 µM | AID 602229 | Q9Y5X4;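 active means inhibition above the mean of all tested compounds plus 3 SD, cut at about 70% in these data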;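 further: 0% = DMSO with NR2E3 transfected cells and 100% = cells lacking NR2E3 construct; higher means lower luciferase signal from less NR2E3 corepressor binding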
# HTR2A ag – activates the mouse 5-HT2A serotonin receptor | hit rate 0.66% among 360,000 | CHO-K1 mHTR2A beta-arrestin complementation, luminescence; percent of 30 µM serotonin response | activation, % at 7.6 µM;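 active means activation above a run cutoff, the mean activation of all tested compounds plus 3 SD, cut at about 14% in these data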;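 further: 0% = plate median of compound wells and 100% = 30 µM serotonin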
# Target sequence (P35363 whole entry, looked up): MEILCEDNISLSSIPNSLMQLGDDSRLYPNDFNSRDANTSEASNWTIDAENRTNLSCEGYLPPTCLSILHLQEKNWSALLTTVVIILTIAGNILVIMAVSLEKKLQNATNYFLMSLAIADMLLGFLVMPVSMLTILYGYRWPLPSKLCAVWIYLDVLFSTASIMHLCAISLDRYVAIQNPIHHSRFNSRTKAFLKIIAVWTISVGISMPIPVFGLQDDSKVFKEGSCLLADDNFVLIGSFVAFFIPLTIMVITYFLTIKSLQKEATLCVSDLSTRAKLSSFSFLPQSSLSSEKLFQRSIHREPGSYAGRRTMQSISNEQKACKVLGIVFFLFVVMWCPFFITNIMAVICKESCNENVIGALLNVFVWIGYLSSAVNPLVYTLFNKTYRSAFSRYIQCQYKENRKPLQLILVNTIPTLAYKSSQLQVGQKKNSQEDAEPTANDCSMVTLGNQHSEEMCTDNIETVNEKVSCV
# CaV13 FRET inh – Disruptors of the CACNA1D IQ motif to Ca2+-dependent inactivation inhibitor domain association, primary screening, Förster resonance energy transfer in intact living …; inhibition, % at 12.3 µM; HEK cells, CFP/YFP FRET ICDI-IQ, plate reader, 10 min; percent FRET-ratio fall versus neutral wells; hit rate 0.098% among 340,000; AID 743397;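 active means mean replicate inhibition of at least 30% and at least 1% of replicates passing that level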;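 further: 0% = median of the neutral control wells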
# hiPSC survival – enhancers of human iPSC single-cell survival. hiPSC single-cell survival, ATPlite luminescence; 100% = ROCK inhibitor wells, 0% = DMSO. survival enhancement, % at 20 µM. hit rate 0.044% among 360,000. AID 602274; in the data active means survival enhancement above about 18%;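 further: cells exposed to compounds for 16 hours before the ATP read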
# MITF TRPM1 inh – inhibitors of MITF-driven TRPM1 promoter in melanoma cells | inhibition, % at 12.5 µM | SK-MEL-5 TRPM1 promoter luciferase, 24 h | hit rate 0.83% among 330,000 | AID 488899;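 active means mean inhibition across replicates of 60% or more, whatever share of single replicates reaches that level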; further: values of inactives mirror those of a sister screen read the other way
# HIF-2a inh – inhibitors of HIF-2a; 786-0 RCC cells HIF-2a reporter, luciferase luminescence, overnight; inhibition, % at 18.8 µM; hit rate 0.72% among 360,000; AID 624352;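 active means inhibition of the luminescence signal of 40% or more relative to plate controls, in a single-dose primary screen at 18.75 µM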
# H9c2 protect – modulators protecting cardiomyocytes from myocardial damage; H9c2 cardiomyocytes, H2O2 injury protection, ATPLite, 2 h; AID 588492; protection from H2O2 cell death, % at 20 µM; hit rate 0.63% among 360,000;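 active means compounds giving at least 50% protection of heart cells from peroxide-induced death in the single-dose screen, raw or plate-pattern-corrected value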;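 further: 0% = DMSO wells with peroxide and 100% = DMSO wells without peroxide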
# NR2E3 ag-2 – activates human photoreceptor nuclear receptor NR2E3; GST-NR2E3/biotin-RetCOR TR-FRET, 1536-well; inhibition of corepressor binding, % at 4.78 µM; hit rate 0.12% among 320,000; AID 2300;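 active means percent inhibition above the cutoff of mean plus 3 SD of all tested compounds, set per screening campaign, cut at about 20% in these data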;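 further: 0% = DMSO wells and 100% = biotin wells as full block of FRET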
#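 system = GST-tagged NR2E3 plus biotinylated RetCOR corepressor | input = 1.35 nM GST-NR2E3 | also added = 7 nM biotin-RetCOR | schedule = 5 h incubation at 4 °C | measured by = TR-FRET with europium anti-GST and streptavidin-D2, 340 nm excitation | read-out = percent loss of FRET ratio relative to control wells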
# Peg3 prom inh – inhibitors of Peg3 promoter | HeLa PEG-Prom luciferase reporter, luminescence, overnight | inhibition, % at 20 µM | hit rate 1.7% among 360,000 | AID 588405;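 active means inhibition of at least 50% at 20 µM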
# PDI inh – blocks human protein disulfide isomerase activity; P07237; PDI insulin aggregation turbidity, A650, 90 min; inhibition, % at 10 µM; hit rate 0.052% among 350,000;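 active means mean inhibition across replicates of 30% or more, whatever share of single replicates reach that level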;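 further: absorbance from insulin aggregation driven by PDI reduction with DTT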
# Target sequence (P07237 whole entry, looked up): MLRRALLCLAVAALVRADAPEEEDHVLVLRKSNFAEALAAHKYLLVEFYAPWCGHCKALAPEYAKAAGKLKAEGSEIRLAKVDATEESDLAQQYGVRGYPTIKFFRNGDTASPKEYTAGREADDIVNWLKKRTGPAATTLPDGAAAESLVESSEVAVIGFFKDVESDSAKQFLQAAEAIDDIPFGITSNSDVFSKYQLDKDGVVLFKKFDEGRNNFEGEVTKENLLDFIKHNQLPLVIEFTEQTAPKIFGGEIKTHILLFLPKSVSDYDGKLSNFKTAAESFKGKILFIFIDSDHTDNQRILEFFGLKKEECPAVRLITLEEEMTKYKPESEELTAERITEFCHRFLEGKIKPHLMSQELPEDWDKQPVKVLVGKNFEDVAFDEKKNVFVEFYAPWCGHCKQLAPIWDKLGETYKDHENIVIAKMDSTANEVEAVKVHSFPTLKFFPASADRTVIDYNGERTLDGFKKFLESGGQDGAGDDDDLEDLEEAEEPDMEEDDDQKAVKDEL
# Shn3 3UTR inh – reduces Shn3 3'UTR luciferase signal in osteoblasts; hit rate 0.52% among 360,000; AID 588674; inhibition, % at 12.5 µM; Clone20 osteoblast Shn3 3'UTR firefly luciferase, 24 h;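 active means mean inhibition of at least 75% with every replicate also reaching 75%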;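 further: 0% = median of neutral control wells and 100% = pilot-screen positive control compound; some compounds past the cut are filed as inactive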
# * = called active by the depositor; . = not tested or not shown.
# The opening 4 records (preview)
# Values run as follows: NR2E3 ag-1, HTR2A ag, CaV13 FRET inh, hiPSC survival, MITF TRPM1 inh, HIF-2a inh, H9c2 protect, NR2E3 ag-2, Peg3 prom inh, PDI inh, Shn3 3UTR inh
> CCC(C)NC(=O)C1CCCCN1S(=O)(=O)c1ccc(F)cc1 (centres undefined)
  16, 4, -11, 3.0, -9, -3, 4, 0, 8, 3, 3
> Clc1cccc(CN2C3=NCCCN3c3ccccc32)c1
  -14, -1, -20, 0.1, -4, 16, -4, 3, 6, -6, -4
> CCOC(=O)c1cc2ccccc2nc1C
  9, -1, -5, -0.9, -21, 7, -1, -1, -22, 7, -4
> O=C(OCC(=O)c1ccc[nH]1)C1=COCCO1
  3, 14, -6, 0.6, -3, -26, 0, 1, -14, 3, -10

# The list itself, previewed entries included:
# Values run as follows: NR2E3 ag-1, HTR2A ag, CaV13 FRET inh, hiPSC survival, MITF TRPM1 inh, HIF-2a inh, H9c2 protect, NR2E3 ag-2, Peg3 prom inh, PDI inh, Shn3 3UTR inh
> CCC(C)NC(=O)C1CCCCN1S(=O)(=O)c1ccc(F)cc1 (centres undefined)
  16, 4, -11, 3.0, -9, -3, 4, 0, 8, 3, 3
> Clc1cccc(CN2C3=NCCCN3c3ccccc32)c1
  -14, -1, -20, 0.1, -4, 16, -4, 3, 6, -6, -4
> CCOC(=O)c1cc2ccccc2nc1C
  9, -1, -5, -0.9, -21, 7, -1, -1, -22, 7, -4
> O=C(OCC(=O)c1ccc[nH]1)C1=COCCO1
  3, 14, -6, 0.6, -3, -26, 0, 1, -14, 3, -10
> CCCC(c1nnnn1Cc1ccccc1)N1CCC(C(N)=O)CC1 (centres undefined)
  -5, 3, -6, 1.9, -1, 5, 2, 0, -12, -10, -5
> CCC(=O)Nc1c(C)nn(-c2ccc(C)c(C)c2)c1C
  -14, 1, -3, 0.8, -2, -53, 3, 3, -59, -6, -2
> CCOc1ccccc1NC(=O)CN1C(=O)COc2ccc(C)cc21
  -13, 4, 8, 0.1, 4, 19, 10, -2, -2, -2, -30
> COC(=O)c1ccccc1NC(=O)NCCc1ccc(OC)c(OC)c1
  -6, -2, -5, -0.8, -9, -34, 2, 2, -12, -3, -3
> Cc1ccc2nc(CN(C)C(=O)[C@H]3O[C@@H](n4ccc(=O)[nH]c4=O)[C@H](O)[C@@H]3O)[nH]c2c1
  -9, 4, ., 4.9, ., 25, -2, ., 16, ., -9
> COc1cccc(N2CCN(C(=O)c3cccc(N4C(=O)NC5CC4(C)Oc4c(OC)cccc45)c3)CC2)c1 (centres undefined)
  -37, -4, -3, 0.0, -5, 12, 3, -1, -4, -1, -1
> Cc1ccc(-c2cc(C(=O)NCc3ccco3)no2)cc1
  -45, 0, -8, -0.3, -106, -297, -8, 0, -268, 5, -80
> CN1/C(=C\C=C(/C#N)C(=O)Nc2ccc(Cl)cc2)C(C)(C)c2ccccc21
  10, -3, 4, 3.0, 4, 2, -10, -1, -1, 4, 22
> CCNC(=S)Nc1cccc(Cl)c1C
  18, 1, -5, 3.3, -7, 13, 27, -1, 18, -1, 3
> CCN(CC)CC1C(=O)N(c2ccc(OC)cc2)C1c1ccccc1 (centres undefined)
  -5, -10, -4, 0.1, 3, 9, -3, 0, 12, 4, 21
> Cc1cc(C(=O)Nn2c(-c3ccc(Br)cc3)nc3ccccc3c2=O)ccc1[N+](=O)[O-]
  -3, 2, 5, 0.5, 9, 13, -12, 4, 19, 0, -45
> Cn1ccnc1SCc1ccc(Cl)cc1Cl
  -37, 2, -5, -0.9, -1, 8, -6, 5, 21, 9, -8
> Cc1ccnc(NC(=O)CCCc2ccccc2)c1
  -16, 0, -3, 0.5, -44, -176, 1, 7, -189, 7, -28
> O=C1c2cccc(-c3ccc(C(F)(F)F)cc3)c2C2CC=CCN12 (centres undefined)
  24, 0, -10, 0.6, ., 18, 1, ., 29, ., -7
> Cc1ccc(C(=O)NCCCNC(=O)Cc2ccc(Cl)cc2)cn1
  -14, -8, -6, 0.2, 6, 9, 4, -5, 1, 0, 3
> Cc1ccc(CNC(=O)c2cnccn2)cc1
  1, -3, -4, 1.5, 14, 15, 4, 1, -1, 1, 14
> COc1ccc2[nH]c(=O)c(CN(Cc3cccs3)C(=S)NCC3CCCO3)cc2c1 (centres undefined)
  -8, -1, -3, -0.6, 2, 21, 6, 4, 37, 2, 50
> O=C(CN1C(=O)c2ccccc2S1(=O)=O)NCc1c(F)cccc1F
  21, 5, -6, 0.1, 2, -5, 4, -4, 4, 8, -13
> N#Cc1c(NC(=O)C2CC(c3ccccc3O)=NO2)sc2c1CCC2 (centres undefined)
  -15, 2, -3, -2.4, -2, -47, -2, -2, 6, 23, -3
> Cc1ccc(-n2nc(C)c3c(C)c(CCC(=O)NC(C)c4ccccc4)c(C)nc32)cc1 (centres undefined)
  -19, -2, -5, 0.3, 21, 12, -23, 2, 21, -4, 20
> Cc1c(/C(O)=C2\C(=O)C(=O)N(CCN(C)C)C2c2ccco2)cnn1-c1ccccc1 (centres undefined)
  26, -2, -6, -0.1, -9, 1, 0, 0, 11, -9, 5
> COc1ccc(C(N)c2csc(Nc3cc(Oc4ccccc4)ncn3)n2)cc1 (centres undefined)
  -18, 2, -4, -6.1, ., -1, 5, ., 12, 1, 1
> COc1cc2c(cc1OC)C(c1cccs1)N(C(=O)C(C)C)CC2 (centres undefined)
  -14, -4, -8, 2.2, -4, 13, 4, 5, 18, 0, 5
> CCOc1cc(-c2c(C#N)c(N)nc3c2CCc2ccccc2-3)ccc1O
  -8, -1, -4, -1.2, 5, -53, 6, -1, 2, -3, -2
> Cc1cc(-n2nc(C)cc2C)n2ncc(-c3ccccc3)c2n1
  -27, 1, -3, 1.5, -20, -88, 14, 2, -65, 1, -43
> Cc1ccc(NC(=O)CCS(=O)(=O)c2ccc3nc(C)sc3c2)cc1
  -2, 2, -10, 0.0, 1, 1, 7, 1, 17, ., 26

# (next part)
# Values run as follows: NR2E3 ag-1, HTR2A ag, CaV13 FRET inh, hiPSC survival, MITF TRPM1 inh, HIF-2a inh, H9c2 protect, NR2E3 ag-2, Peg3 prom inh, PDI inh, Shn3 3UTR inh
> Cc1cccc(CSc2nc3c(cc2C#N)CCC3)c1
  -29, 0, -4, -1.4, -30, -68, -6, 0, -30, 10, -15
> CCOC(=O)C1CCCN(C(=O)/C=C/c2cccc([N+](=O)[O-])c2)C1 (centres undefined)
  -26, -1, -2, -2.2, 2, -5, 3, -1, 2, -1, -10
> COc1ccc(CCN(C)C(=O)C2CCN(Cc3cccc(OC)c3OC)CC2)cc1OC
  -4, 0, 5, -0.3, -1, 14, 1, -1, 5, -2, 5
> Cc1ccc(-c2nc3ccccc3[nH]2)cc1N
  -142, 4, -8, -5.2, -33, -117, -14, 1, -175, 8, -42
> CCO[C@H]1OC(C(=O)O)=C[C@@H](c2ccccc2)[C@@H]1CCCO
  19, 15*, -4, 1.2, -1, 11, 8, 3, 0, -1, 6
> O=C(Nc1ccc(F)cc1)C1CCCN(c2cnccn2)C1 (centres undefined)
  -9, 2, -17, 0.3, -10, -6, 3, 2, -11, -9, -9
> CCC(c1nnc(SCC(=O)Nc2ccc(C(=O)N(C)C)cc2)n1Cc1ccccc1)N(C)C (centres undefined)
  2, 2, -6, 3.3, 4, 11, 6, -1, 10, 11, 2
> COc1ccc(-c2csc(C)n2)cc1OC
  -21, 1, -4, -0.5, -2, -48, -5, -1, -50, 2, -7
> Cc1ccccc1NC(=O)NCC1CCN(c2ccc(S(=O)(=O)N3CCOCC3)cc2)CC1
  -10, -6, -4, 1.0, 18, 13, -3, -3, 0, -27, 22
> Cc1onc(-c2ccccc2)c1C(=O)NC(C)CCc1ccccc1 (centres undefined)
  -17, -4, -4, 0.9, 4, 16, -2, 5, 4, -8, 3
> O=C(NCCCc1ccccc1)c1cncc(Br)c1
  -42, -5, -3, -0.5, -18, -46, 1, -1, -33, 1, -1
> Cc1ccc(S(=O)(=O)NCc2cccnc2)s1
  -11, 0, -1, 0.1, 8, 1, 5, 1, -2, 4, -26
> CCCc1nc(-c2cc3ccccc3[nH]c2=O)no1
  -23, -2, -3, 0.1, -16, -25, 3, 2, -21, 7, -11
> CCOc1ccc(N(C(=O)CNC(=O)c2ccco2)C(C(=O)NCC2CCCO2)c2ccccc2)cc1 (centres undefined)
  -12, -3, -3, -0.2, ., 10, 7, 2, 5, 8, -3
> CN(C)c1ccc(C2C3C(=O)NC(=O)C3ON2c2ccc(Cl)cc2)cc1 (centres undefined)
  -46, 2, -2, 3.9, -37, -43, 0, -3, -58, ., -29
> COc1ccc(Cc2nnc(NC(=O)CSc3ccccc3)s2)cc1OC
  -12, 4, -6, 0.8, -11, 19, 0, 3, 6, -5, 2
> COCCNC(=O)c1ccc(CS(=O)(=O)c2ccc(C)cc2)o1
  1, 2, -6, 2.2, 3, 7, 4, -1, -4, -3, -7
> COC(=O)c1ccccc1C(=O)c1cccc2ccccc12
  -6, -4, -2, -0.5, 4, 8, -6, -1, 22, 1, -5
> COCCNC(=O)C1(C)CCN(C(=O)c2ccc(C(F)(F)F)nc2C)C1 (centres undefined)
  -11, -2, -5, -2.4, ., 17, 1, ., 8, -4, 14
> CC12CCC(C(=O)N3CCCCC3)([C@H](Br)C1=O)C2(C)C (some centres undefined)
  10, 7, -21, 0.9, 13, 13, 6, 0, 9, 1, 8
> CCOc1ccc(S(=O)(=O)Nc2ccc(C(=O)N(CC)CC(=O)NCc3cccs3)cc2)cc1
  -20, 1, 55*, 7.8, ., 14, -13, ., 11, -34, 15

# Some values from above:
# O=C(NCCCc1ccccc1)c1cncc(Br)c1 @ CaV13 FRET inh: -3
# CCOc1ccc(S(=O)(=O)Nc2ccc(C(=O)N(CC)CC(=O)NCc3cccs3)cc2)cc1 @ PDI inh: -34
# Cc1cccc(CSc2nc3c(cc2C#N)CCC3)c1 @ H9c2 protect: -6

# Printed as active in CaV13 FRET inh (from the list above):
Molecule	NR2E3 ag-1	HTR2A ag	CaV13 FRET inh	MITF TRPM1 inh	HIF-2a inh	NR2E3 ag-2	Peg3 prom inh	PDI inh	Shn3 3UTR inh
CCOc1ccc(S(=O)(=O)Nc2ccc(C(=O)N(CC)CC(=O)NCc3cccs3)cc2)cc1	-20	1	55*	.	14	.	11	-34	15

# For reference, 3 of the compounds above.
# Values run as follows: NR2E3 ag-1, HTR2A ag, CaV13 FRET inh, hiPSC survival, MITF TRPM1 inh, HIF-2a inh, H9c2 protect, NR2E3 ag-2, Peg3 prom inh, PDI inh, Shn3 3UTR inh
> COCCNC(=O)C1(C)CCN(C(=O)c2ccc(C(F)(F)F)nc2C)C1 (centres undefined)
  -11, -2, -5, -2.4, ., 17, 1, ., 8, -4, 14
> CC12CCC(C(=O)N3CCCCC3)([C@H](Br)C1=O)C2(C)C (some centres undefined)
  10, 7, -21, 0.9, 13, 13, 6, 0, 9, 1, 8
> CCOc1ccc(S(=O)(=O)Nc2ccc(C(=O)N(CC)CC(=O)NCc3cccs3)cc2)cc1
  -20, 1, 55*, 7.8, ., 14, -13, ., 11, -34, 15
